High-throughput results deposited in PubChem BioAssay by several laboratories.
TRPC6 activator = activators of mouse TRPC6 channel; 310,000 tested, 0.13% active; Q61143; B-score at 10 µM; HEK293-TRPC6 membrane potential dye fluorescence; active compounds read high;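 active means B-score of the integrated fluorescence ratio above library mean plus 3 SD, and starting fluorescence ratio within library mean plus 5 SD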;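 further: higher score means more depolarization so channel activation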
Target sequence (Q61143 whole entry, looked up): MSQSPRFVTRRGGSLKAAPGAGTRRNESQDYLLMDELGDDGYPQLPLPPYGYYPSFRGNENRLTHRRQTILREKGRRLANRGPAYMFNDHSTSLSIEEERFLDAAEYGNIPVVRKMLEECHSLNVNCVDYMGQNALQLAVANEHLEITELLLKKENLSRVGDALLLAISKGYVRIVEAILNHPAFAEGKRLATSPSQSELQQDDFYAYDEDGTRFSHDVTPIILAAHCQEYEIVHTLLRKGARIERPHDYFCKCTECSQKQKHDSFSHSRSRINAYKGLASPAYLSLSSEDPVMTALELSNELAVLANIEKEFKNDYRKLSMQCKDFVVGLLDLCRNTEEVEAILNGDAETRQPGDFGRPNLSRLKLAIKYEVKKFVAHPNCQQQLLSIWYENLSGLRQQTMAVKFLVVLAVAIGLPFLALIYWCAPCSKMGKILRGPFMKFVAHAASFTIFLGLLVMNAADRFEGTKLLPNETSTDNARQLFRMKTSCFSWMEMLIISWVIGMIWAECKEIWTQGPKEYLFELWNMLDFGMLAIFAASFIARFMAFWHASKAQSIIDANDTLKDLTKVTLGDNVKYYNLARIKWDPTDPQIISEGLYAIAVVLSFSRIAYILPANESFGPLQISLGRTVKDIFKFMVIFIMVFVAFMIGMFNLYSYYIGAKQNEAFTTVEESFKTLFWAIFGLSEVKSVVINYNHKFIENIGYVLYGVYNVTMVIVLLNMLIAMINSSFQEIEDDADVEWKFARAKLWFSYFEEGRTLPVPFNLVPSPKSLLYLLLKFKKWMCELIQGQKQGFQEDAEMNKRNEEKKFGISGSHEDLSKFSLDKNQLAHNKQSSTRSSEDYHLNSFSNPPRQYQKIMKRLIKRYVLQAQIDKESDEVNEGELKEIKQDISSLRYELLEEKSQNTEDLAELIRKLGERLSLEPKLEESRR
TRPC4 PAM = allosteric potentiators of mouse TRPC4 channel | HEK293 TRPC4beta/mu-opioid, DAMGO EC20, Fluo-4 Ca2+ flux; active compounds read high | B-score at 10 µM | 310,000 tested, 0.42% active;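 active means B-score of calcium response area above 5 SD of library B-scores, with initial fluorescence ratio within 5 SD of library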;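 further: B-score of integrated fluorescence ratio over time as area under calcium response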
TRPC4 block = inhibitors of mouse TRPC4 channel | HEK293 TRPC4beta/mu-opioid, DAMGO-evoked Fluo4 calcium flux; active compounds read low | B-score at 10 µM | 300,000 tested, 0.39% active;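 active means B-score over 3 SD under the library average, no early fluorescence shift, positive overall ratio signal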
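test system = HEK293 cells with stable TRPC4beta plus mu-opioid receptor expression | detection = Fluo4 Ca2+ flux fluorescence | read-out = integrated fluorescence ratio relative to baseline, converted to per-well B score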
PolyA inh = inhibitors of polyadenylation in S. cerevisiae; S. cerevisiae SKY197-pL101 polyadenylation reporter, beta-gal luminescence; efflux-impaired pdr1/pdr3 knockout yeast; score 100 = 6 SD above DMSO; calls only at 12 µM; 300,000 tested, 0.02% active; AID 1875;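 active means lowest replicate activity score at least 50, where 100 means six control SD above control mean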;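 further: yeast exposed to compound for 9 h at 30 °C; higher score means more reporter readthrough which indicates perturbed polyadenylation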
MrgX1 agonist = activates human MrgX1 receptor signaling. Q96LB2. 310,000 tested, 0.44% active. B-score at 10 µM. MrgX1-HEK293 cells, Fluo-4 calcium fluorescence, agonist mode; active compounds read high;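 active means calcium response B-score plate-corrected fluorescence ratio at least 3 library SD, with starting fluorescence B-score inside 5 SD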
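System – MrgX1-expressing HEK293 cells · Incubation – cells plated overnight, dye loaded 0.5 h 37 °C, 0.5 h room temperature · Technique – kinetic Fluo-4 NW fluorescence of intracellular calcium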
TRPC6 inh = inhibitors of mouse TRPC6 channel | 310,000 tested, 1.1% active | Q61143 | HEK293-TRPC6, membrane potential dye, ACh-evoked depolarization; active compounds read low | B-score at 10 µM;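 active means B-score under library mean minus 3 SD, initial fluorescence not abnormally high, positive integrated signal ratio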;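 further: B-score derived from integrated fluorescence ratio over the kinetic read; more negative B-score means stronger inhibition of depolarization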
HIF activator = HIF pathway transcriptional activation; U2OS HRE-luciferase reporter, luminescence; normalized: DMSO 0%, desferrioxamine 100%; activation, % at 7.5 µM (by protocol); 300,000 tested, 0.32% active; AID 1910;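 active means mean activation of at least 10% of the iron chelator positive control signal, with at least half of replicates also reaching 10%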
MrgX1 PAM = human MrgX1 positive allosteric modulation, primary screen; MrgX1-HEK293, Fluo-4 calcium flux, FDSS; active compounds read high; B-score at 10 µM; 310,000 tested, 0.63% active; AID 588675;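 active means plate-corrected calcium response at least 3 library SD above typical, normal starting fluorescence, not activating the receptor alone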;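 further: compound read alongside a low EC10 to EC30 dose of BAM8-22 agonist; peak minus trough fluorescence over baseline measured at the second addition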
TRPC4 agonist = activators of mouse TRPC4 channel; HEK293 TRPC4beta/mu-opioid, Fluo4 calcium fluorescence; active compounds read high; 310,000 tested, 0.49% active; B-score at 10 µM; Q9QUQ5;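 active means B-score above 5 SD of library B-scores, and initial fluorescence ratio not above library mean plus 5 SD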;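 further: positive B-score marks a calcium rise read as TRPC4 activation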
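Assay system: HEK293 cells stably co-expressing mouse TRPC4beta and mu-opioid receptor / Timing: Fluo4 dye loading 45 min at room temperature, 110 s recording / Signal: Fluo4 calcium-sensitive dye fluorescence, kinetic, 1 Hz baseline / Read-out: integrated baseline-normalised fluorescence ratio, converted to per-well B score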
MrgX1 antagonist = human MrgX1 receptor antagonism, primary screen | Q96LB2 | MRGX1-HEK293 calcium flux, Fluo-4, BAM8-22 antagonism; active compounds read low | B-score at 10 µM | 310,000 tested, 1.3% active | AID 588676;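 active means calcium-response B-score plate-corrected more than 3 library SD below zero, starting fluorescence within 5 deviations, no agonist response on first addition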;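 further: peak minus trough fluorescence over baseline after final BAM8-22 challenge near maximal dose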
AI-2 QS modul = modulators of Vibrio harveyi AI-2 quorum sensing system | Vibrio harveyi JMH597 AI-2 luminescence/OD600 ratio, 9 h; active compounds read low; strain lacks LuxN and CqsS sensors; 0 = neutral-control median | 300,000 tested, 0.4% active | activity change, % at 7.5 µM; in the data active means activity change below about -75%, passing the limit was not always enough;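 further: luminescence divided by OD600 gain over 9 h not by final OD600 alone; inactives centre near 13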
* hit, by the source's call; i = inactive; / = not tested or not shown.

#	molecule	TRPC6 activator	TRPC4 PAM	TRPC4 block	PolyA inh	MrgX1 agonist	TRPC6 inh	HIF activator	MrgX1 PAM	TRPC4 agonist	MrgX1 antagonist	AI-2 QS modul
1	C/C(N)=C(/C#N)C(=O)CSc1n[nH]c(-c2ccccc2Br)n1	i	i	i	i	i	i	1.4	i	i	i	28
2	COc1cc(-c2noc(C)c2-c2ccc3[nH]ccc3c2)cc(OC)c1OC	i	i	i	i	i	i	0.1	i	i	i	23
3	O=C(NCc1ccccc1)c1ccc2nccnc2c1	i	i	i	i	i	i	/	i	i	i	-32
4	COc1cccc(-c2nn(-c3ccccc3)cc2CO)c1	i	i	i	i	i	i	4.9	12*	i	i	54
5	CCNC(=S)NNC(=O)CC(C)C	i	i	i	i	i	i	-0.3	i	i	i	2
6	COc1ccc(NC(=O)CCCSc2ccccc2)cc1S(N)(=O)=O	i	i	i	i	i	i	-0.2	i	i	i	43
7	CSCC[C@H](NC(=O)[C@@H]1CSC2c3ccccc3C(=O)N21)C(=O)NCc1ccco1 (stereo partly drawn)	i	i	i	i	i	i	-0.3	i	i	i	11
8	CC(C)Cc1nc(Cl)c(C#N)c2c1CCC2	i	i	i	i	i	i	/	i	i	i	30
9	C=CCNC(=O)c1cc2sccc2n1C	i	i	i	/	i	i	0.0	i	i	i	5
10	COC(=O)c1ccccc1NC(=O)CCn1c(=O)oc2ccccc21	i	i	i	i	i	i	0.7	i	i	i	16
11	CCN(CC)CCNC(=O)c1ccc(Sc2ccc(Cl)cc2)c(NC(C)=O)c1	i	i	i	i	i	i	-0.2	i	i	i	-18
12	COCCN(C(=O)COC(=O)c1cc2c(s1)CCCC2)c1c(N)n(Cc2ccccc2)c(=O)[nH]c1=O	i	i	i	i	i	i	0.7	i	i	i	15
13	COc1ccc(S(=O)(=O)Oc2cccc(C(=S)N3CCOCC3)c2)cc1	i	i	i	i	i	i	0.2	i	i	i	6
14	Cc1ccc(NC(=O)c2ccc(F)cc2F)cc1NS(C)(=O)=O	i	i	i	i	i	i	0.3	i	i	i	9
15	Cc1ccc2[nH]c3c(=O)n(N)c(C)nc3c2c1	i	i	i	i	i	i	0.2	i	i	i	26
16	Cc1cc(NC(=O)CCC(=O)N(c2ccccc2)C(C(=O)NC2CCCC2)c2cccs2)no1 (stereo not drawn)	i	i	i	i	i	i	-1.1	i	i	i	20
17	CSc1ncc(C(=O)Nc2ccccc2F)c(-c2ccccc2)n1	i	i	i	i	i	i	-0.3	i	i	i	11
18	CCc1ccc(NC(=O)CCNS(=O)(=O)c2cccc3nsnc23)cc1	i	i	i	i	i	i	0.1	i	i	i	-36
19	COc1ccc(OC)c(C2C(C(=O)c3cccs3)=C(O)C(=O)N2CCN(C)C)c1 (stereo not drawn)	i	i	i	i	i	i	0.2	i	i	i	5
20	Cc1cccc(C2N=C(N)Nc3nc4ccccc4n32)c1 (stereo not drawn)	i	i	i	i	i	i	-0.3	i	i	i	-6
21	Cc1cc2ccccc2n1CCNCc1c(C(=O)N2CCOCC2)nc2ccccn12	i	i	i	i	i	i	-0.1	i	i	i	3
22	Cc1ccc(S(=O)(=O)N2CCN(c3cccc(C)c3)CC2)cc1	i	i	i	i	i	i	0.7	i	i	i	37
23	Cc1ccc(Nc2nc(OC(C(F)(F)F)C(F)(F)F)nc(N3CCOCC3)n2)cc1	i	i	i	i	i	i	0.8	i	i	i	-6
24	COc1ccc(C2c3c(ncn(CCCO)c3=N)Oc3ccc4ccccc4c32)cc1 (stereo not drawn)	i	i	i	i	i	i	-1.0	i	i	i	12
25	O=C(N/N=C\c1cc(Cl)ccc1O)c1ccc(S(=O)(=O)N2CCCCC2)cc1	i	i	i	i	i	i	45*	i	i	i	7
26	O=C(NCc1ccccc1)N1CCCC1	i	i	i	i	i	i	-0.9	i	i	i	18
27	COc1ccc(CS(=O)c2nc(C)cc(C)c2S(C)(=O)=O)cc1 (stereo not drawn)	i	i	i	i	i	i	0.0	i	i	i	20
28	COc1ccc(/C=N/NC(=O)CCSc2nc3ccccc3s2)cc1OC	i	i	i	i	i	i	0.1	i	i	i	-2
29	CC(=O)NS(=O)(=O)c1ccc(NC(=O)c2cc(-c3ccc(C)cc3)nc3ccccc23)cc1	i	i	i	i	i	i	0.8	i	i	i	17
30	O=C(NCCS(=O)(=O)NC1CCCC1)c1ccc(F)cc1	i	i	i	i	i	i	-0.3	i	i	-4.9*	6

Further compounds:
#	molecule	TRPC6 activator	TRPC4 PAM	TRPC4 block	PolyA inh	MrgX1 agonist	TRPC6 inh	HIF activator	MrgX1 PAM	TRPC4 agonist	MrgX1 antagonist	AI-2 QS modul
31	Cc1cc(=O)nc2c3ccccc3n(CC(=O)NCCCN3CCCC3=O)n12	i	i	i	i	i	i	4.7	i	i	i	37
32	COc1ccc(S(=O)(=O)NCc2ccccn2)cc1Br	i	i	i	i	i	i	-19	i	i	i	1
33	CCCCNC(=O)c1ccccc1C(=O)NCCCC	i	i	i	i	i	i	0.3	i	i	i	4
34	C[n+]1ccccc1/C=C/c1ccc2ncccc2c1	i	i	i	i	i	i	-30	i	i	i	-15
35	O=C(O)c1cccc(NC(=O)c2ccccc2NC(=O)c2ccccc2F)c1	i	i	i	i	i	i	-1.1	i	i	i	34
36	CCCCNC(NCCCC)=C(S(=O)(=O)CC)S(=O)(=O)CC	i	i	i	i	i	i	-0.1	i	i	i	13
37	O=C(Nc1nc2ccccc2[nH]1)c1ccccc1[N+](=O)[O-]	i	i	i	i	i	i	3.5	i	i	i	2
38	Cc1ccc(S(=O)(=O)N2CCOCC2)cc1NC(=O)CN1CCC(Cc2ccccc2)CC1	i	i	i	i	i	i	-0.3	i	i	i	11
39	O=C(c1cc2ccccc2o1)c1cccs1	i	i	i	i	i	i	3.9	i	i	i	15
40	COC(=O)CC1C(=O)NCCN1C(=S)Nc1ccccc1Cl (stereo not drawn)	i	i	i	i	i	i	-0.8	i	i	i	12
41	CCO/C([O-])=N/c1sn[n+](C)c1C	i	i	i	i	i	i	-0.5	i	i	-5.3*	46
42	OCc1nc2ccccc2n1Cc1c(F)cccc1Cl	i	i	i	i	i	i	-0.5	i	i	i	26
43	Cc1ccc(O)c(NC(=O)COc2cc(C)ccc2C)c1	i	i	i	i	i	i	1.5	i	i	i	-1
44	CC(OC(=O)c1ccccc1C(=O)N(C)c1ccccc1)C(=O)Nc1ccccc1[N+](=O)[O-] (stereo not drawn)	i	i	i	i	i	i	-0.4	i	i	i	22
45	CCc1nnc(NC(=O)CSc2nnc(-c3ccccc3O)n2-c2ccc(C)cc2)s1	i	i	i	i	i	i	4.8	i	i	i	1
46	COC(=O)c1ccc(NC(=O)C2CCCO2)cc1 (stereo not drawn)	i	i	i	i	i	i	1.6	i	i	i	26
47	CN(c1ccccc1C(=O)N1CCOCC1)S(C)(=O)=O	i	i	i	i	i	i	-0.3	i	i	i	6
48	CCOC(=O)C1CCN(C(=O)/C=C/c2ccccc2OC)CC1	i	i	i	i	i	i	-0.8	i	i	i	20
49	Cc1ccccc1OCC(=O)Nc1ccc(N2CCN(C(=O)c3ccco3)CC2)cc1	i	i	i	i	i	i	-0.2	i	i	i	17
50	CN(C)C(=O)N1CCN(C(=O)N2CCOCC2)CC1	i	i	i	i	i	i	-46	i	i	i	-5
51	CCN1CCN(C(=S)c2ccc([N+](=O)[O-])cc2)CC1	i	i	i	i	i	i	-7.9	i	i	i	-3
52	OCCNc1nc(-c2ccccc2)c2cc(Cl)ccc2n1	i	i	i	i	i	i	-0.6	i	i	i	29
53	COc1cccc(CNC(=O)C(=O)NCC2CCCN2S(=O)(=O)c2cc(C)ccc2C)c1 (stereo not drawn)	i	i	i	i	i	i	-1.6	i	i	i	14
54	Cc1nc(SCC(=O)Nc2ccc(OCc3ccccc3)cc2)n[nH]1	i	i	i	i	i	i	-0.6	i	i	i	-30
55	CCOC(=O)/C(C#N)=C1/C=Nc2ccccc2N1	i	i	i	i	i	i	-0.1	i	i	i	-5
56	CCCCS(=O)(=O)Nc1ccc2cn[nH]c2c1	i	i	i	i	i	i	-0.2	i	i	i	15
57	CCN=C1S/C(=C\c2sccc2C)C(=O)N1CC	i	i	i	i	i	i	1.1	i	i	i	3
58	O=C(COc1ccc(S(=O)(=O)N2CCc3ccccc32)cc1Cl)NCc1ccccn1	i	i	i	i	i	i	-0.2	i	i	i	23
59	CC(=O)Nc1ccc(NC(=O)COc2ccccc2C(=O)Nc2cccc(Cl)c2Cl)cc1	i	i	i	i	/	i	-0.1	/	i	/	24
60	CC1(c2ccccc2)NC(=O)N(NC(=O)CSc2n[nH]c(N)n2)C1=O (stereo not drawn)	i	i	i	i	i	i	-0.3	i	i	i	3

Single records, from the list above. Screens in order: TRPC6 activator | TRPC4 PAM | TRPC4 block | PolyA inh | MrgX1 agonist | TRPC6 inh | HIF activator | MrgX1 PAM | TRPC4 agonist | MrgX1 antagonist | AI-2 QS modul
Listed for COc1cccc(CNC(=O)C(=O)NCC2CCCN2S(=O)(=O)c2cc(C)ccc2C)c1 (stereo not drawn) = i | i | i | i | i | i | -1.6 | i | i | i | 14
Listed for Cc1cc(=O)nc2c3ccccc3n(CC(=O)NCCCN3CCCC3=O)n12 = i | i | i | i | i | i | 4.7 | i | i | i | 37
Listed for CCOC(=O)C1CCN(C(=O)/C=C/c2ccccc2OC)CC1 = i | i | i | i | i | i | -0.8 | i | i | i | 20

Following part.
#	molecule	TRPC6 activator	TRPC4 PAM	TRPC4 block	PolyA inh	MrgX1 agonist	TRPC6 inh	HIF activator	MrgX1 PAM	TRPC4 agonist	MrgX1 antagonist	AI-2 QS modul
61	CCN(C(=O)CSc1ncn[nH]1)c1cccc2ccccc12	i	i	i	i	i	i	-1.1	i	i	i	18
62	CCCCC1=CC2=CC(=O)C(C)(OC(=O)CC)C(=O)C2=CN1c1cccc(C#N)c1 (stereo not drawn)	i	i	i	/	i	i	0.0	i	i	i	14
63	Oc1c(Br)cc(Cl)cc1C=Nc1ccccc1Br	i	i	i	i	i	i	-0.5	i	i	i	3
64	COc1cccc(NC(=O)C2C3C=CC(O3)C2C(=O)NCc2cccnc2)c1 (stereo not drawn)	i	i	i	i	i	i	0.2	i	i	i	17
65	Cc1ccc(/C=C(\CCC(=O)O)c2nc3ccccc3s2)cc1[N+](=O)[O-]	i	i	i	i	i	i	0.2	i	i	i	26
66	CC(=O)Nc1ccc(N=NC2C(=O)N(C(N)=S)N=C2C)cc1 (stereo not drawn)	i	i	i	i	i	i	1.7	i	i	i	0

This is a subset. The share of hits here may be higher or lower than overall.
